# Bioassay records (PubChem)
# S3 lipid droplet = qHTS Assay for Lipid Storage Modulators in Drosophila S3 Cells; actives 0.64% (n = 320,000); Drosophila S3 cells, BODIPY lipid droplet fluorescence, 18-24 h; cells fed with added oleic acid; AID 2685; lipid storage change, negative = inhibition, % at the top dose, mostly 46.1 µM; hits show Potency in µM; active = well fitted inhibition curve with a large enough effect in the signal ratio, with a control signal flat, not every such curve was filed as active; inconclusive = small, poorly fitted or top-dose-only effect, or effect the other way, or a change in a side signal; the % refers to the signal ratio
#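 Drosophila S3 cells loaded with oleic acid (400 uM, as added) and compounds at several concentrations; lipid droplets imaged by 488-nm laser-scanning cytometry, 500–530 nm intensity and object ratio to cell channel. Percent activity normalized to 20 uM Triacsin C.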
# S3 lipid droplet cell count max = further read-out of S3 lipid droplet, marked with its call; cell number change, %; measured here: cell count max response;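 cells counted by Cell Tracker Red CMTPX staining in the red channel; peak over a dose series mostly up to 46.1 µM; percent activity relative to internal control wells on each plate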
# * hit, by the source's call; i = inactive; ? = inconclusive; nt = no result given; [ ] = dose if it differs, or a comment. % is scaled to controls: 0 for no effect and ±100 for the full control effect; potency is read from the fitted curve at half-maximal effect.
SMILES,S3 lipid droplet,S3 lipid droplet cell count max
CN(C)N1C(N)=C(C#N)C(c2cccnc2)C2=C1CCCC2=O (stereo not drawn),2%,2
CCn1nnc2c(=O)oc3ccccc3c21,?,nt
O=C(Nc1cccc(-c2cc3ccccc3oc2=O)c1)c1ccc(Br)o1,-9%,11
CC(OC(=O)c1nccnc1N)C(=O)Nc1ccc(S(=O)(=O)N2CCCC2)cc1 (stereo not drawn),?,nt
CC(C)c1ccc(OC(=O)c2ccc3c(=O)n4c(nc3c2)CCC4)cc1,18%,nt
Cc1cc(C)cc(N(CCC#N)C(=O)COC(=O)c2ccccc2SCC(=O)N2CCCC2)c1,?,nt
Nc1nc(-c2ccc(Br)cc2)cc(C(F)(F)F)n1,0%,5
c1ccc(CN2CCN(c3ncnc4c3[nH]c3ccccc34)CC2)cc1,?,nt
O=C(Nc1ccc(CN2CCOCC2)cc1)c1ccc2ccccc2c1,11%,5
O=C(CN1CCN(S(=O)(=O)c2ccc(F)c(Cl)c2)CC1)N1CCc2ccccc21,?,nt
Cc1nonc1NC(=O)CSc1nc2cc(Cl)ccc2c2c1CCCC2,?,nt
COC(=O)c1ccc(/C=N\N2CCN(Cc3ccc(C)cc3)CC2)cc1,8%,0
Cc1ccccc1NC(=O)Cc1nc(COC(=O)CCC(=O)c2ccccc2)cs1,23%,3
O=C(COc1ccc(C(=O)c2ccc(F)cc2)cc1)NCc1ccc(F)cc1,6%,1
COc1ccc(CCNC(=O)CCN2C(=O)COc3ccccc32)cc1OC,?,nt
CCOC(=O)[C@H]1[C@H]2COc3ccc(Cl)cc3[C@@H]2N2C(=O)CN(CC3CCCO3)C(=O)[C@@]12C (stereo partly drawn),?,nt
OC(CCN1CCC2(CC1)OCCO2)C(F)(F)F (stereo not drawn),?,nt
CCN(CC)S(=O)(=O)c1ccc2[nH]cc(C(=O)NCCc3ccc(OC)c(OC)c3)c(=O)c2c1,?,nt
Cc1nc2ccc(NC(=O)NC(=O)c3c(Cl)cccc3Cl)cc2o1,-7%,10
Cc1c(Cl)cccc1NC(=S)NCC(C)C,8%,2
O=C(Nc1ccccc1N1CCOCC1)c1cc(Cl)c2c(c1)OCO2,?,nt
COc1ccc(Cl)cc1N/C(N)=N/c1nc(C)cc(C)n1,-28%,4
COc1cc(NS(=O)(=O)c2ccc(NC(=S)NC(=O)COc3ccccc3OC)cc2)nc(OC)n1,?,nt
COc1cccc(OC)c1C(=O)NNC(=O)c1ccccc1-n1cccc1,?,nt
CC(=O)C(C)Oc1ccc(Cc2ncc(C(F)(F)F)cc2Cl)cc1 (stereo not drawn),?,nt
N#CNC(=Nc1cccc(Cl)c1)Oc1ccccc1,?,nt
Cc1ccc(SCC(=O)N2c3ccccc3Sc3ccccc32)cc1,?,nt
CCN(CC)S(=O)(=O)c1cc(NC(=O)C(C)OC(=O)c2[nH]c(C)c(C(C)=O)c2C)ccc1C (stereo not drawn),?,nt
CN(C)S(=O)(=O)c1cccc(-c2nnc(-c3ccccc3)o2)c1,?,nt
COC(=O)[C@H](CCSC)NC(=O)N1CCN(c2cccc(C(F)(F)F)c2)CC1,-2%,15
COc1ccc(NS(=O)(=O)c2cccc(NC(=O)c3cnccn3)c2)cc1Br,24%[9.22 µM],2
O=c1[nH]c2c(cc1CNCCN1CCOCC1)c(-c1cccc(F)c1)nn2-c1ccccc1,?,nt
Cc1ccc(NC(=O)CN(C)C(=O)/C=C/c2cccc(F)c2)cc1,23%,22
COc1cccc(-c2noc(Cn3nc(C)c([N+](=O)[O-])c3C)n2)c1,?,nt
O=S(=O)(Cc1cc(-c2ccccc2)no1)c1ccccc1,11%,2
O=C(O)CSCC(=O)Nc1ccccn1,?,nt
Cc1ccc(N(CC(=O)O)S(C)(=O)=O)cc1Cl,?,nt
Cc1ccc(C(CNS(=O)(=O)c2ccc(F)cc2)N2CCN(C)CC2)cc1 (stereo not drawn),i[0.0737 µM],-19
CSc1ccc(CNCCCSc2ncccn2)cc1,9%,3
C=CCN1C(=O)c2ccc(C(=O)N(C)CC(=O)Nc3ccccc3Br)cc2C1=O,?,nt
Cc1cc(=O)[nH]c(SCC(=O)N(CCC#N)c2ccccc2)c1C#N,?,nt
FC(F)(F)c1cccc(N2CCN(C(=S)NCC3CCCO3)CC2)c1 (stereo not drawn),3%,-12
CCN(CC)S(=O)(=O)c1ccc2c3c(cccc13)C(=O)N2,?,nt
Cn1c(C(C#N)C(=O)Cc2cccc3ccccc23)nc2ccccc21 (stereo not drawn),?,nt
O=C(/C=C/c1ccccc1)NC(=O)c1ccccc1O,?,nt
CCCn1c(N)c(N(CCOC)C(=O)c2ccccc2F)c(=O)[nH]c1=O,i,25
Cc1ccccc1C(=O)NCC(=O)Nc1ccccc1C(F)(F)F,?,nt
CCOC(=O)c1c(NC(=O)Cn2nnc3ccccc32)sc2c1CCC(C)C2 (stereo not drawn),?,nt
Cc1ccc(-n2nnnc2SCC(=O)Nc2ccc3c(c2)COC3=O)cc1C,?,nt
Cc1nn(Cc2ccc(Cl)cc2)c(C)c1NC(=O)c1noc2c1CCCCC2,i,-19
CSc1ccccc1-n1nnnc1SCC(=O)Nc1cc(C)ccc1C,?,nt
COc1ccc(CN2C(=O)Cc3c2nc(N)c2c(N)nc(N4CCOCC4)c(C#N)c32)cc1,15%,1
Cc1ccccc1N1CC(C(=O)Nc2nnc(SCc3cccnc3)s2)CC1=O (stereo not drawn),?,nt
CNC(=O)COC(=O)c1ccc(NS(=O)(=O)c2ccc3c(c2)OCCO3)cc1,-12%,-2
Cc1ccc(NC(=O)c2ccc(S(=O)(=O)N3CCC(C)CC3)cc2)nc1,?,nt
CNC(=O)C(C)c1ncc(C(F)(F)F)cc1Cl (stereo not drawn),?,nt
COc1ccc(N(C(=O)CNC(=O)c2ccco2)C(C(=O)NC2CCCCC2)c2ccco2)cc1 (stereo not drawn),?,nt
Cn1c(=O)n(C)c2cc(/C=C3/NC(=O)N(Cc4ccccc4)C3=O)ccc21,i,nt
Fc1cccc(NC(=S)NNc2c3ccccc3nc3ccccc23)c1,?,nt
COc1ccc(S[C@@H](CCN2CC[C@H](O)CCC2=O)c2ccccc2)cc1,?,nt

# Continuation.
SMILES,S3 lipid droplet,S3 lipid droplet cell count max
CCOc1cc(C2C(C#N)=C(N)Oc3cc(N)ccc32)ccc1O (stereo not drawn),?,nt
CCCCN(C)CCN1C(=O)C2C(C(=O)Nc3ccc(OC)cc3)C3C=CC2(O3)C1C(=O)NC1CCCCC1 (stereo not drawn),?,nt
COCCNC(=O)CSc1nc(-c2ccccc2)c(-c2ccccc2)o1,i,0
O=C(O)C1CSC2c3ccccc3C(=O)N12 (stereo not drawn),?,nt
N#CC1=C(N)N2C(=C(C#N)C13CCCCC3)SC1CCCCC12O (stereo not drawn),i,9
COc1cccc(C(=O)N/N=C/c2ccc(OC)c(COc3ccccc3C(N)=O)c2)c1,4%,22
O=C(COC(=O)c1cnccn1)c1ccc2c(c1)CCCC2,?,nt
O=C(CCCN1C(=O)c2ccccc2C1=O)Nc1cccnc1,9%,7
CC(NC(=O)COC(=O)c1ccc(CO)cc1)C1CC2CCC1C2 (stereo not drawn),?,nt
O=C(CSc1ncnc2sc3c(c12)CCC3)NCC1CCCO1 (stereo not drawn),-12%,-2
COc1cccc(NC(=O)NCCN2CCCCC2)c1,?,nt
Cc1ccccc1OCC(=O)NNC(=O)CN1C(=O)c2ccccc2C1=O,10%,15
Cc1oc(-c2ccccc2)cc1C(=O)Nc1cccc2ccccc12,-17%,-13
CCOc1ccc2ccccc2c1/C=N/NC(=O)CNC(=O)c1ccccc1O,?,nt
CCC(=O)NC(c1cccs1)c1cc([N+](=O)[O-])c2cccnc2c1OC (stereo not drawn),?,nt
Cc1ccc(NC(=O)COc2cccc(-n3cnnn3)c2)cc1[N+](=O)[O-],?,nt
CC1=CC(C2CC(=O)N(c3ccc(C)cc3)C2=O)CC2C(=O)N(c3ccc(C)cc3)C(=O)C12 (stereo not drawn),14%,2
O=[N+]([O-])c1cc(S(=O)(=O)C(F)(F)F)ccc1Sc1nc2ccccc2[nH]1,?,nt
Cc1ccccc1-n1c(SCC(=O)Nc2cccc3ccccc23)nc(O)cc1=O,?,nt
CCC(C)NC(=O)c1ccccc1SC (stereo not drawn),7%,10
CC(OC(=O)Cc1coc2cc3c(cc12)CCC3)C(=O)NCc1ccc2c(c1)OCO2 (stereo not drawn),?,nt
CCCOc1cccc(C(=O)NC(=S)Nc2cccc(NC(=O)c3ccccc3Cl)c2)c1,?,nt
CCOC(=O)c1ccc(NC(=O)c2nc[nH]c2C(=O)N[C@H](C)c2ccccc2)cc1,-26%,5
COC(=O)c1ccc(Cl)c(NC(=O)c2cccc([N+](=O)[O-])c2C)c1,4%,7
O=C(NCCc1ccccc1)/C(=C/c1ccco1)c1ccccc1,i,-10
COc1cc(C(C)=O)ccc1OCc1cc(C(=O)N2CCSCC2)no1,?,nt
CCOC(=O)c1sc(NC(=O)CCN2C(=O)c3cccc([N+](=O)[O-])c3C2=O)c(C(=O)OCC)c1C,i,nt
C/C=C/C=C\C(=O)Nc1cccc(C2=NOC3(C2)C[C@@H](C(N)=O)N(C(=O)/C(C)=C/C)C3)c1 (stereo partly drawn),?,nt
CCOc1ccc(CNC(=O)CCc2cn(C)c3ccccc23)cc1,?,nt
Cc1ccc(C(=O)NNC(=O)COC(=O)COc2ccccc2C#N)cc1,?,nt
CC(C)(C)C(=O)Nc1ccc(NC(=O)c2ccco2)nc1,?,nt
Cc1ccc(S(=O)(=O)N2CCN(C(=O)COC(=O)c3ccc([N+](=O)[O-])o3)CC2)c(C)c1,?,nt
CC(C)NS(=O)(=O)c1ccc(OCC(=O)Nc2ccccc2F)cc1,0%,14
O=C(Nc1ccccc1N1CCOCC1)c1ccc(F)c(S(=O)(=O)N2CCOCC2)c1,-2%,-22
Cn1ccs/c1=N\S(=O)(=O)c1ccc(Br)cc1,-1%,nt
CCOC(=O)CNC(=O)CNC(=O)c1ccc(OC(C)C)cc1,-1%,24
CCCCCCN1C=CC(=C/C=C(\C#N)C(=O)OCC)C=C1,?,nt
NC(=O)Cn1c2[n+](c3ccccc31)CC(O)CS2 (stereo not drawn),?,nt
CSc1nc(N2CCOCC2)c2c(c1C#N)CC(C(C)C)OC2 (stereo not drawn),-21%,-1
CC(C)(C)S(=O)(=O)c1ccc(S(=O)(=O)C(C)(C)C)s1,?,nt
Cc1cccc(-n2cnc3sc(C)c(C)c3c2=O)c1,8%,nt
O=C(Nc1nccs1)c1cc(-c2ccncc2)nc2ccccc12,0%,2
CCc1cccc(NC(=O)NC(=O)Cn2nnc(C(=O)OC)c2C(=O)OC)c1,24%,2
CCC(Sc1nc2cc(OC)c(OC)cc2c(=O)n1CCc1ccc(S(N)(=O)=O)cc1)C(=O)NCCOC (stereo not drawn),-2%,-8
NS(=O)(=O)c1ccc(CCNC(=O)c2ccc(Cl)nc2)cc1,?,nt
CN(C)CCCNC(=O)C(=O)NCC(c1cccs1)S(=O)(=O)c1ccc(F)cc1 (stereo not drawn),?,nt
COc1ccc(N(CC(=O)Nc2ccc(F)c(Cl)c2)S(=O)(=O)c2c(C)noc2C)cc1,?,nt
CC1=NN(C(=O)Cc2ccccc2)C(O)(c2ccccc2)C1 (stereo not drawn),-2%,-1

# 7 entries from above in another layout:
smiles | S3 lipid droplet | S3 lipid droplet cell count max
CCOC(=O)c1sc(NC(=O)CCN2C(=O)c3cccc([N+](=O)[O-])c3C2=O)c(C(=O)OCC)c1C | i | nt
CC(NC(=O)COC(=O)c1ccc(CO)cc1)C1CC2CCC1C2 (stereo not drawn) | ? | nt
Fc1cccc(NC(=S)NNc2c3ccccc3nc3ccccc23)c1 | ? | nt
Cc1ccc(C(CNS(=O)(=O)c2ccc(F)cc2)N2CCN(C)CC2)cc1 (stereo not drawn) | i[0.0737 µM] | -19
CC(OC(=O)Cc1coc2cc3c(cc12)CCC3)C(=O)NCc1ccc2c(c1)OCO2 (stereo not drawn) | ? | nt
Cc1cc(C)cc(N(CCC#N)C(=O)COC(=O)c2ccccc2SCC(=O)N2CCCC2)c1 | ? | nt
O=C(Nc1ccccc1N1CCOCC1)c1ccc(F)c(S(=O)(=O)N2CCOCC2)c1 | -2% | -22

# Taken from above.
# S3 lipid droplet, Cc1cccc(-n2cnc3sc(C)c(C)c3c2=O)c1 : 8%
# S3 lipid droplet, CSc1nc(N2CCOCC2)c2c(c1C#N)CC(C(C)C)OC2 (stereo not drawn) : -21%
# S3 lipid droplet cell count max, CCC(Sc1nc2cc(OC)c(OC)cc2c(=O)n1CCc1ccc(S(N)(=O)=O)cc1)C(=O)NCCOC (stereo not drawn) : -8
# S3 lipid droplet cell count max, O=C(Nc1nccs1)c1cc(-c2ccncc2)nc2ccccc12 : 2

# (listing goes on)
SMILES,S3 lipid droplet,S3 lipid droplet cell count max
O=C(NNc1ccccc1Cl)C(O)(c1cccc(C(F)(F)F)c1)c1cccc(C(F)(F)F)c1,?,nt
CCOC(=O)c1c(C)c(C(=O)NCCCOC)c(C)n1C,?,nt
CCN=C(NCC)SC1CC(=O)N(c2cccc(OCC)c2)C1=O (stereo not drawn),4%,-11
O=C(NCc1ccccc1Cl)C1CCC(=O)N(CCCN2CCCC2=O)C1 (stereo not drawn),-1%,-15
CCCCSc1n[nH]c(N)n1,18%,-7
COc1cccc(CN2CC(C(=O)N(C)Cc3ccnc4ccccc34)CCC2=O)c1 (stereo not drawn),?,nt

# A second format for part of the listing above:
Compound | S3 lipid droplet | S3 lipid droplet cell count max
O=C(NNc1ccccc1Cl)C(O)(c1cccc(C(F)(F)F)c1)c1cccc(C(F)(F)F)c1 | ? | nt
CCOC(=O)c1c(C)c(C(=O)NCCCOC)c(C)n1C | ? | nt
COc1cccc(CN2CC(C(=O)N(C)Cc3ccnc4ccccc34)CCC2=O)c1 (stereo not drawn) | ? | nt
CCCCSc1n[nH]c(N)n1 | 18% | -7

# Some of the compounds tested. The share of hits here may be higher or lower than overall.
